Screening data deposited in PubChem BioAssay by National Center for Advancing Translational Sciences (NCATS).
D2 ag = HTS Assay for Allosteric Agonists of the Human D2 Dopamine Receptor: Primary Screen for Agonists. HEK293 T-REx D2 cells, calcium flux agonist mode. AID 485358, 2010. activation, % at 2 µM. hit rate 0.53% among 340,000. D(2) dopamine receptor (Homo sapiens), P14416;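 active = activation over 3 SD above normal in the single-dose calcium agonist read, cut at about 30% in these data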; also: 0% is about no effect
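Calcium-flux readout, 1 cycle/sec over 180 s following compound pin transfer, in inducible HEK293 Trex D2 cells (force-coupled); dopamine controls included. Positive calcium responses during this window marked compounds as potential agonists.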
TRHR enhancer = qHTS for Small Molecule Agonists and Allosteric Enhancers of Human TRH Receptor: Primary Screen for Enhancers; TRHR cells, fluo-8 calcium fluorescence, EC20 TRH enhancement; enhancement, % at 2 µM; hit rate 0.66% among 360,000; in the data active = enhancement above about 30%; also: 0% is about no effect
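TRHR-expressing cells loaded with fluo-8 calcium dye were read kinetically (ex 480/em 530) during compound addition, then stimulated with an EC20 of TRH (10 nM final). Enhancement of the Gq-mediated intracellular calcium response was scored.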
RXFP1 antagonist = qHTS Assay for Antagonists of the Relaxin Receptor RXFP1 | Relaxin receptor 1 (Homo sapiens), Q9HBX9 | HEK293-RXFP1, relaxin-stimulated cAMP HTRF, 30 min; active compounds read low | activity change, negative = inhibition, % at 57.5 µM | hit rate 0.59% among 350,000;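 active = activity change of -60% or lower, but not beyond a set lower limit; inconclusive = change between -60% and -40%, or beyond the set limit; inactive = change above -40%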; also: % is scaled to controls: 0 for no effect and ±100 for the full control effect
Target sequence (Q9HBX9 whole entry, looked up): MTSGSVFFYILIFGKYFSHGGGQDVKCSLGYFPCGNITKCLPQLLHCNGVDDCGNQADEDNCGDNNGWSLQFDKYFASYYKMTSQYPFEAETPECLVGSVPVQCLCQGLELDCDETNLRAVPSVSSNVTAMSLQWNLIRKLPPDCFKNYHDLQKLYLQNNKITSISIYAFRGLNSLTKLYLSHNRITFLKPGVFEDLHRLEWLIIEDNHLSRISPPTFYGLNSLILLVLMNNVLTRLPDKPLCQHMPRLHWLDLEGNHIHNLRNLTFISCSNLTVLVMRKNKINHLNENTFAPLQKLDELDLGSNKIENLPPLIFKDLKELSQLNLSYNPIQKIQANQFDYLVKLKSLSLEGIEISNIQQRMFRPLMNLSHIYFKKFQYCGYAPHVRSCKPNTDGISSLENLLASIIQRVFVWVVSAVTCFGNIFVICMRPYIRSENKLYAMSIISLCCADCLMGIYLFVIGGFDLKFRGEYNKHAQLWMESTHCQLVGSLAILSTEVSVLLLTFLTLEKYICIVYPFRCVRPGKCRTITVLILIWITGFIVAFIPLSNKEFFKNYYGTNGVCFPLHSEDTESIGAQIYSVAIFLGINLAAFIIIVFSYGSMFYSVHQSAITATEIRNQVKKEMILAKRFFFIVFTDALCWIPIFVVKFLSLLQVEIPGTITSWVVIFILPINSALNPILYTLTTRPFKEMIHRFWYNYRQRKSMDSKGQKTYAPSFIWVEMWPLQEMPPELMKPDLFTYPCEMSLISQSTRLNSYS
TRHR ag = qHTS for Small Molecule Agonists and Allosteric Enhancers of Human TRH Receptor: Primary Screen for Agonists; Thyrotropin-releasing hormone receptor (Homo sapiens), P34981; TRHR cells, calcium flux fluo-8, FDSS agonist mode; activation, % at 2 µM; hit rate 0.18% among 360,000; AID 493084, 2011; also: 0% is about no effect
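Read-out: compound-evoked intracellular calcium rise in TRHR cells, fluo-8 dye, kinetic FDSS fluorescence at 1 s/cycle following a 10-cycle baseline. Cells cultured overnight before dye loading (30 min–1.5 h, RT).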
D2 antagonist = HTS Assay for Allosteric Antagonists of the Human D2 Dopamine Receptor: Primary Screen for Antagonists | hit rate 2% among 340,000 | D(2) dopamine receptor (Homo sapiens), P14416 | HEK293 TREx D2 cells, calcium flux, dopamine EC80 | AID 485344, 2010 | inhibition, % at 10 µM; in the data active = inhibition above about 30%; also: 0% is about no effect
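Tetracycline-induced HEK293 TREx cells expressing D2 receptor forced-coupled to calcium signalling, loaded with no-wash calcium dye. Compounds added and calcium flux read 180 s, then dopamine added at EC80 and read a further 180 s.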
D1 antag = Antagonist of Human D 1 Dopamine Receptor: qHTS. D(1A) dopamine receptor (Homo sapiens), P21728. HEK293 TREx D1 cells, calcium flux, dopamine EC80; active compounds read low. activity change, negative = inhibition, % at 10 µM. hit rate 3.2% among 360,000; in the data active = activity change below about -30%; also: % is scaled to controls: 0 for no effect and ±100 for the full control effect
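Tetracycline-induced HEK293 Trex D1 cells, force-coupled to calcium, dye-loaded; compounds added and read 180 s, then EC80 dopamine added and calcium flux tracked kinetically another 180 s.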
D1 ag = Allosteric Agonists of the Human D1 Dopamine Receptor: qHTS. HEK293 T-REx D1 cells, calcium flux, agonist mode. activation, % at 2 µM. hit rate 1% among 360,000. AID 504660, 2011; also: 0% is about no effect
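Inducible HEK293 T-REx D1 cells, force-coupled to calcium signalling, were plated at 4000 cells/well with tetracycline and held overnight at 30 C. After no-wash calcium dye loading, compound-evoked calcium rise over 180 s flagged agonists.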
D1 PAM = Potentiators of Human D1 Dopamine Receptor: qHTS; HEK293 TREx D1 cells, calcium flux, dopamine EC20 potentiation; D(1A) dopamine receptor (Homo sapiens), P21728; potentiation, % at 10 µM; hit rate 0.036% among 360,000; in the data active = potentiation above about 30%; also: 0% is about no effect
D2 potentiator = HTS Assay for Positive Allosteric Modulators of the Human D2 Dopamine Receptor: Primary Screen for Potentiators | AID 485347, 2010 | HEK293 T-REx D2, calcium flux, EC20 dopamine potentiation | hit rate 0.34% among 340,000 | potentiation, % at 10 µM | D(2) dopamine receptor (Homo sapiens), P14416;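 active = potentiation over 3 SD above the plate norm, cut at about 30% in these data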; also: 0% is about no effect
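Using a no-wash calcium dye in inducible, force-coupled HEK293 Trex cells expressing D2, we tracked fluorescence each second for 180 s after compound, then for 180 s after EC20 dopamine to detect augmented signalling.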
Numbers without * were called inactive; ? = inconclusive; . = not tested or not shown. Rule as the data show it, unless noted: active = activation above about 30%; inactive = the rest.

Preview:
SMILES	D2 ag	TRHR enhancer	RXFP1 antagonist	TRHR ag	D2 antagonist	D1 antag	D1 ag	D1 PAM	D2 potentiator
CCC(C(=O)Nc1ccccc1C(=O)OC)n1nc(C)c2c(C)n(-c3ccc(C)cc3)nc2c1=O (stereo not drawn)	-0.1	-12	-16	-0.9	.	-1	3	0	-7
O=C(O)CN1C(=O)NC2(CCc3ccccc32)C1=O (stereo not drawn)	1.6	1	4	1.2	15	3	8	.	2
COc1cc(Cl)c(C)cc1NC(=O)c1cc(CN2CCOCC2)on1	.	8	-15	-0.1	.	-7	0	-3	-6
CN1CCN(c2ccccc2NC(=O)c2ccc(N3CCCC3)c([N+](=O)[O-])c2)CC1	0.2	3	-12	1.0	1	-13	2	0	-4
COc1ccccc1/C=C/C=N/n1c(-c2cc(-c3ccccc3)n[nH]2)n[nH]c1=S	0.3	-2	?	-0.2	14	3	3	-5	12
COc1ccc2c(c1)c(C(=O)N/N=C/c1cccc(O)c1)c(C)n2C	-2.0	2	-15	-0.3	-1	-12	1	18	-8
Cc1occc1C(=O)N=Nc1c(O)[nH]c2ccc(Br)cc12	-0.4	3	.	0.3	19	17	2	0	4

The list itself (from the top)
SMILES	D2 ag	TRHR enhancer	RXFP1 antagonist	TRHR ag	D2 antagonist	D1 antag	D1 ag	D1 PAM	D2 potentiator
CCC(C(=O)Nc1ccccc1C(=O)OC)n1nc(C)c2c(C)n(-c3ccc(C)cc3)nc2c1=O (stereo not drawn)	-0.1	-12	-16	-0.9	.	-1	3	0	-7
O=C(O)CN1C(=O)NC2(CCc3ccccc32)C1=O (stereo not drawn)	1.6	1	4	1.2	15	3	8	.	2
COc1cc(Cl)c(C)cc1NC(=O)c1cc(CN2CCOCC2)on1	.	8	-15	-0.1	.	-7	0	-3	-6
CN1CCN(c2ccccc2NC(=O)c2ccc(N3CCCC3)c([N+](=O)[O-])c2)CC1	0.2	3	-12	1.0	1	-13	2	0	-4
COc1ccccc1/C=C/C=N/n1c(-c2cc(-c3ccccc3)n[nH]2)n[nH]c1=S	0.3	-2	?	-0.2	14	3	3	-5	12
COc1ccc2c(c1)c(C(=O)N/N=C/c1cccc(O)c1)c(C)n2C	-2.0	2	-15	-0.3	-1	-12	1	18	-8
Cc1occc1C(=O)N=Nc1c(O)[nH]c2ccc(Br)cc12	-0.4	3	.	0.3	19	17	2	0	4
Cc1ccc(OCc2cc(C(=O)NCc3cnn(-c4cccc(F)c4)c3)no2)cn1	0.6	-1	-6	0.2	-10	-26	10	-2	6
Cc1ccc(CNC(=O)C(=O)NCC(c2cccs2)S(=O)(=O)c2ccc(C)cc2)cc1 (stereo not drawn)	0.6	6	.	-1.1	.	.	0	2	11
CCNC(=S)NC1CC2CCCC(C1)N2Cc1ccc(C)cc1 (stereo not drawn)	0.5	7	-3	2.1	82*	6	6	-6	-20
CSc1nncn1/N=C/c1cc(Cl)ccc1F	-0.2	0	-4	-0.3	2	-6	4	-5	7
CCOC(=O)c1cc(-c2ccc(F)cc2)n(CCC(=O)Nc2nc3ccc(OC)cc3s2)c1C	0.3	7	-14	0.4	.	9	2	-3	19
Cc1c(C(=O)O)cccc1-c1ccc(C=O)o1	0.3	5	7	2.2	9	4	2	22	1
Cc1nc([N+](=O)[O-])c(Br)n1Cc1ccccc1	-0.2	-3	.	1.4	-3	5	6	-3	-7
Cc1cccc(N2CCN(C(=O)C3CCN(S(=O)(=O)c4cccnc4)CC3)CC2)c1C	-0.1	18	.	-0.5	18	-15	4	-4	-1
Cc1c(NC(=O)c2ccc(COc3ccc4ccccc4c3)o2)c(=O)n(-c2ccccc2)n1C	-0.4	5	9	-0.9	2	-20	13	-3	6
Cc1cccn2cc(-c3cccc(S(=O)(=O)N4CC(C)OC(C)C4)c3)nc12 (stereo not drawn)	0.1	-1	2	0.2	-15	14	0	7	-6
CCOc1cc(/C=N/NC(=O)c2ccc3c(c2)OCCO3)cc(Br)c1O	-1.0	-6	-10	-1.3	-10	-1	2	-4	11
O=C(COC(=O)Cn1cnc2ccccc2c1=O)Nc1ccc(Cl)cc1	0.2	5	-3	-0.3	7	10	0	-6	-6
CC(=O)N1CCc2cc(Br)cc(S(=O)(=O)N3CCC(C(=O)O)CC3)c21	-0.1	-2	3	-0.6	-14	-9	4	-5	2
COc1ccccc1NS(=O)(=O)c1cccc(C(=O)OCc2nc3ccccc3s2)c1	0.3	-2	1	0.7	9	-18	8	-1	-2
O=c1cc(NCc2ccco2)c2ccccc2o1	0.0	-2	?	0.7	-17	-12	1	9	-11
Cn1c(SCc2ccc(F)cc2)nnc1-c1ccccn1	.	8	-2	-0.2	.	4	0	-3	.
Cc1cccc(C(=O)NCC(c2ccc(F)cc2)N2CCOCC2)c1 (stereo not drawn)	-0.2	2	3	0.0	16	-3	4	8	-2
COc1ccc(N(C(=O)c2ccncc2)S(=O)(=O)c2ccc(Cl)cc2)cc1	0.5	-4	-23	-0.6	-4	1	2	1	6
CCCn1c(SCC(=O)Nc2cccc(C)n2)nnc1C(C)C	1.0	1	-12	-0.2	-5	-9	2	-3	5
CC1=[N+]([O-])C(C)(C)C(c2ccc(Br)cc2)=[N+]1[O-]	0.2	1	3	-0.1	-20	-2	1	1	-3
CCCn1c(CCNC(=O)c2cccs2)nc2ccccc21	-0.3	-2	-3	-1.1	9	3	0	-5	-2
CC1(C)CC(=O)C=C(NCCN2CCN(C(=S)Nc3ccc(F)cc3)CC2)C1	0.2	-3	-8	0.9	5	0	3	-4	-6
NC(=S)N/N=C/c1c[nH]c2ccccc12	-1.8	-1	-6	0.6	9	-3	6	-5	5
CCOc1ccc(CCNC(=O)COC(=O)c2ccc(S(=O)(=O)N3CCCC3)cc2)cc1OCC	-1.5	1	-13	0.1	-10	-38*	4	-3	4
CC(=O)Nc1ccc(S(=O)(=O)Nc2ccc(F)c([N+](=O)[O-])c2)cc1	1.5	-24	-2	0.5	43*	-16	1	-4	-14
CCOC(=O)c1cccc(NC(=O)C2CCCO2)c1 (stereo not drawn)	-0.2	-6	-1	0.6	16	3	1	13	11
O=C(O)c1cc(NC(=O)c2ccc([N+](=O)[O-])cc2)cc(NC(=O)c2ccc([N+](=O)[O-])cc2)c1	0.8	0	-1	0.2	-15	-5	2	2	24
CCc1ccc(N2CCn3c2nc2c3c(=O)n(CCCc3ccccc3)c(=O)n2C)cc1	-1.1	-2	7	-0.1	.	-8	1	-2	.
CC(Oc1ccc2ccccc2c1)C(=O)NNC(=O)Nc1ccccc1 (stereo not drawn)	-0.4	-1	-11	-0.1	-4	-37*	1	6	-4
CCCc1ccc(-c2cc(NC(=O)CSc3nnc(N)s3)n(-c3ccccc3)n2)cc1	0.6	10	-6	0.6	5	-3	3	4	-1
CC(NC(=O)OCc1ccccc1)C(=O)OCN1C(=O)c2ccccc2C1=O (stereo not drawn)	0.2	-6	6	0.0	-7	10	3	3	7
CN(C)c1ccc(C(=O)C(O)c2ccccc2)cc1 (stereo not drawn)	0.6	-1	-2	0.2	7	9	1	-3	3
N#CCSc1nc2ccccc2c(=O)n1CC1CCCC1	0.0	-2	16	-0.8	-5	4	2	3	3
O=C1NCC(O)=C1C=NCCCO	0.3	-3	8	0.4	-13	4	2	7	1
COc1c2c(cc3ccc(=O)oc13)CCO2	0.8	3	4	0.5	5	6	1	-4	7
Cc1nc(-c2ccc([N+](=O)[O-])cc2)nc2[nH]ccc(=O)c12	.	-1	-6	0.4	.	-20	0	2	-2
COc1ccc(CNC(=O)c2ccc(Br)o2)cc1	-1.1	1	.	-0.1	20	-6	-5	-10	-15
O=C(Nc1ccc(Cl)cn1)C1CCCN(c2ncnc3c2nc2n3CCCCC2)C1 (stereo not drawn)	1.3	2	-14	1.0	10	3	1	-7	9
Cc1cc(C)n(C(=O)CNc2cccc(Cl)c2C)n1	-0.1	-4	-6	-0.2	-3	2	0	2	-2
Cc1nn(-c2ccccc2)c2sc(C(=O)OCC(=O)N3CCCCC3)cc12	0.3	-4	.	0.6	4	12	1	-1	-1
NC(=O)c1cccnc1OCC(F)(F)F	0.8	2	-2	0.9	-2	-12	3	2	17
CC(=O)c1cc(C#N)c(Oc2ccc(F)cc2)nc1C	0.0	0	-12	-0.4	6	-18	1	-4	1
COc1ccc(S(=O)(=O)N2CCN(C(=O)COc3ccc4c(C)cc(=O)oc4c3)CC2)cc1	-1.7	-13	-2	-1.3	-11	-8	2	5	-15
COc1cccc(/C=C/C(=O)c2ccc3c(c2)OCO3)c1OC	0.0	-6	-10	-0.8	7	14	5	-2	-10
C=CC[N+](C)(C)c1ccc(CCC(=O)CCc2ccc([N+](C)(C)CC=C)cc2)cc1	2.0	-4	.	-0.7	0	10	-2	-5	7
Cc1cc2c3c([nH]c2cc1S(=O)(=O)NCCCOC(C)C)CC(C)(C)CC3=O	0.3	13	3	-0.2	2	-5	4	0	3
Cc1ccccc1-c1nnn(Cc2ccc(-c3nn[nH]n3)cc2)n1	-1.6	-2	-1	0.2	17	.	1	7	-3
O=C(c1ccc(Br)o1)N1CCCc2ccccc21	0.5	3	-1	-0.7	-7	-5	-2	-11	7
Cc1nn(-c2ccccc2)c2c1C(=O)NC(=O)C(C)(C)C2	-0.5	7	3	-0.4	0	28	0	-6	1
CCOc1ccc(S(=O)(=O)N2CCC(C(=O)NCCc3ccc(OC)c(OC)c3)CC2)cc1	0.2	-4	3	-0.7	2	-6	2	2	11
CCC1=C(c2ccc(C)cc2)S(=O)(=O)N=C1N1CCC(C(=O)NCCCN2CCCCC2)CC1	-0.1	-4	-2	0.1	-18	-4	2	-4	3
COc1cc(/C=C2/SC(=S)N(c3c(C)n(C)n(-c4ccccc4)c3=O)C2=O)ccc1O	6.6	-6	-9	22	2	0	28	3	12
CCOC(=O)C1=C(COC(=O)/C=C/c2cc(Br)ccc2F)NC(=O)NC1C (stereo not drawn)	0.0	3	-8	-0.6	-8	-3	3	-9	-3
O=C(c1ccc2c(c1)N(Cc1ccc(Cl)cc1)C(=O)c1ccccc1S2(=O)=O)N1CCCCCC1	1.3	-4	.	-0.1	.	23	2	-3	-1
COc1ccc(/C=C/C(=O)OC2CCCN(C)C2)cc1 (stereo not drawn)	-0.3	2	4	-0.9	-27	7	7	-5	28
